Source: PubChem
GAA glycogen: qHTS Assay for Inhibitors and Activators of Human alpha-Glucosidase Cleavage of Glycogen; Lysosomal alpha-glucosidase (Homo sapiens), P10253; recombinant GAA, glycogen substrate, Amplex Red glucose oxidase fluorescence; Potency, µM (top dose mostly 76.4 µM), without a hit: top-dose activity change, negative = inhibition, most hits filed as inhibitors; hit rate 0.38% among 300,000; AID 2100, 2009; active = well fitted inhibition curve with a large enough effect; inconclusive = small, poorly fitted or top-dose-only effect, or another doubt; inactive = no such curve, though single readings can be large or run the other way;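 also: 0% = full enzyme reaction and -100% = no-enzyme basal signal; the screen sought inhibitors and activators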
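Recombinant enzyme (4 nM final) with compounds titrated up to 77 uM and bovine liver glycogen (30 ug) in citrate pH 5.0, 0.01% Tween-20, 37 C 40 min. Released glucose detected by Amplex Red/glucose oxidase (Ex 573/Em 610); AC50 from Hill fits.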
* = called active by the depositor; [ ] = remark or other dose. Potency is read from the fitted curve at half-maximal effect. A portion of the library; count on the stated rates, not on these rows.

How did CCC(=O)Nc1nnc(S(=O)(=O)N(C)c2cc(C)cc(C)c2)s1 do in these assays?
GAA glycogen: 7.0%

How did CC1CN(CCCCSc2ccccc2)CC(C)O1 (centres undefined) do in these assays?
GAA glycogen: -3.6%[76.3 µM]

Results for CCOC(=O)c1ccc(NC(=O)C2COc3ccccc3O2)cc1 (centres undefined) ?
GAA glycogen: -5.8%[76.3 µM]

Results for COc1ccccc1/C=C1\SC(N2CCC(C)CC2)=NC1=O ?
GAA glycogen: 1.1%

What do the screens show for `Cc1ccc(C(=O)N/C(=C\c2cccs2)C(=O)NCCCN2CCOCC2)cc1`?
GAA glycogen: 4.4%

What do the screens show for `Cc1ccc(OCC(=O)Nc2nnc(S(=O)(=O)N3CCCCC3)s2)cc1`?
GAA glycogen: -3.3%[76.3 µM]

What do the screens show for `CCc1ccc(CN(C)C(C)C(=O)NCc2ccccc2)cc1` (centres undefined)?
GAA glycogen: -6.3%

Results for COc1ccc(C(=O)Nc2nc3ccccc3s2)c(OC)c1 ?
GAA glycogen: 4.1%[76.3 µM]

How did O=C(O)c1cccc(NS(=O)(=O)c2cc(S(=O)(=O)c3ccc(Cl)cc3)ccc2Cl)c1 do in these assays?
GAA glycogen: -6.6%[76.3 µM]

What do the screens show for `CCn1c(=S)sc2c(=O)n(CC(=O)NC(C)CCc3ccccc3)c(C)nc21` (centres undefined)?
GAA glycogen: -10.0%[76.3 µM]

What do the screens show for `COc1ccc(OC)c(CNc2c(C=O)c(=O)[nH]c3ccccc23)c1`?
GAA glycogen: 3.2%[76.3 µM]

Results for Cc1ccc(Cl)cc1N1CCN(C(=O)c2ccc(NC3=NC4CS(=O)(=O)CC4S3)cc2)CC1 (centres undefined) ?
GAA glycogen: -10.1%[76.3 µM]

Results for COc1cc(/C=C\C(=O)O)cc(S(=O)(=O)N2CCCCCC2)c1OC ?
GAA glycogen: -3.0%[76.3 µM]

Results for Cc1ccc(S(=O)(=O)Nc2c(C)nc3nc(C)[nH]n3c2=O)cc1 ?
GAA glycogen: 3.2%

How did Cc1ccnc(SC2CC(=O)N(c3ccc(Cl)cc3)C2=O)n1 (centres undefined) do in these assays?
GAA glycogen: -11.1%[76.3 µM]

What do the screens show for `Cc1ccc(C(C)C)c(OCCCCCN2CCOCC2)c1`?
GAA glycogen: 2.7%

Results for Cn1nnc2cc(C(=O)N3CCN(c4ccccn4)CC3)ccc21 ?
GAA glycogen: -14.5%

Results for COC(=O)C(CO)Nc1ncnc2onc(-c3ccc(F)cc3)c12 (centres undefined) ?
GAA glycogen: -0.8%

How did CC1CCCN(C(=O)CCc2nnc(-c3ccc4c(c3)OCO4)o2)C1 (centres undefined) do in these assays?
GAA glycogen: -2.5%[76.3 µM]

Results for O=C(NC1CCCC1)C(c1ccccn1)N(Cc1ccccc1F)C(=O)c1csnn1 (centres undefined) ?
GAA glycogen: -6.7%[76.3 µM]

Results for Cc1ccccc1CN1CCN(CC2CC2)CC1CCO (centres undefined) ?
GAA glycogen: -3.9%[76.3 µM]

How did COc1cc2nc(C3CCC3)n(N)c(=O)c2cc1OC do in these assays?
GAA glycogen: 13.2%[76.3 µM]

How did COc1ccc(Nc2ncnc3ccc(Br)cc23)cc1OC do in these assays?
GAA glycogen: -3.2%

What do the screens show for `CC(C)c1ccc2nc(NC(=O)C3CC3)sc2c1`?
GAA glycogen: -16.5%[76.3 µM]

Results for O=[N+]([O-])c1cc([N+](=O)[O-])c(Oc2c(F)cccc2F)cc1NN1CCCCC1 ?
GAA glycogen: -6.0%[76.3 µM]

What do the screens show for `CCOP(=O)(OCC)c1cccc(P(=O)(c2ccccc2)c2ccccc2)c1O`?
GAA glycogen: -0.5%

What do the screens show for `O=C(NCc1ccccn1)Nc1ccccc1Cl`?
GAA glycogen: 1.0%[76.3 µM]

Results for Cc1cccc(CNC(=O)C2CCC(=O)N(C3CC3)C2)c1 (centres undefined) ?
GAA glycogen: -0.4%[76.3 µM]

How did Cc1sc2ncnc(N3CCN(Cc4ccccc4)CC3)c2c1-c1ccc(F)cc1 do in these assays?
GAA glycogen: 5.0%[76.3 µM]

What do the screens show for `COc1ccc(Br)cc1CNC(=O)Cc1cccs1`?
GAA glycogen: -0.9%

A draw from above in order of molar mass, rising.
What do the screens show for `CCc1ccc(CN(C)C(C)C(=O)NCc2ccccc2)cc1` (centres undefined)?
GAA glycogen: -6.3%

Results for CCOC(=O)c1ccc(NC(=O)C2COc3ccccc3O2)cc1 (centres undefined) ?
GAA glycogen: -5.8%[76.3 µM]

What do the screens show for `Cc1ccc(C(=O)N/C(=C\c2cccs2)C(=O)NCCCN2CCOCC2)cc1`?
GAA glycogen: 4.4%

More compounds:
Results for COc1ccccc1CCNC(=O)C(=O)NCC1OCCN1S(=O)(=O)c1ccc(C)cc1 (centres undefined) ?
GAA glycogen: -10.8%[76.3 µM]

How did CC(=O)C12CCCCC1CC1C3CC(C)C4(O)CC(=O)CCC4(C)C3CCC12C (centres undefined) do in these assays?
GAA glycogen: 2.7%

How did CC(C)COP(=O)(c1ccc(N(C)C)cc1)C(O)c1ccccc1 (centres undefined) do in these assays?
GAA glycogen: 3.9%

What do the screens show for `COc1ccccc1N1CCN(S(=O)(=O)c2cc(Br)cnc2N)CC1`?
GAA glycogen: -17.8%[76.3 µM]

How did OC1CCCN(CC(O)COc2ccc(-c3ccccc3)cc2)C1 (centres undefined) do in these assays?
GAA glycogen: -4.5%

Results for Cc1ccc(C2c3[nH]c4ccccc4c3C[C@H]3C(=O)N(c4ccccc4C(=O)N4CCC[C@H]4C(=O)O)C(=O)N23)cc1 (some centres undefined) ?
GAA glycogen: -8.6%[76.3 µM]

What do the screens show for `O=C(O)C(CO)(c1ccccc1)c1ccccc1`?
GAA glycogen: 22.0%[76.3 µM]

What do the screens show for `C[C@@H]1NC(=O)N(c2ccc(F)cc2)C1=O`?
GAA glycogen: 2.7%

How did CSc1ncc(Cl)c(C(=O)Nc2cccnc2)n1 do in these assays?
GAA glycogen: -1.3%

What do the screens show for `O=C(Nc1sc2c(c1C(=O)O)CCC2)c1ccccc1Cl`?
GAA glycogen: 1.0%[76.3 µM]

What do the screens show for `O=C(NCc1ccc(Cl)cc1)c1ccc2c(=O)n(CC3CCCO3)c(=S)[nH]c2c1` (centres undefined)?
GAA glycogen: 6.2%

How did CCNC(=S)NNc1nnc(-c2ccccc2)c(-c2ccccc2)n1 do in these assays?
GAA glycogen: inconclusive

Results for COc1ccc(CN2CCc3c([nH]c4ccccc34)C2)cc1Br ?
GAA glycogen: -1.9%[76.3 µM]

What do the screens show for `C=C1CCC[C@]2(C)C[C@H]3OC(=O)C(CNCCN(C)C)[C@H]3CC12` (some centres undefined)?
GAA glycogen: -0.8%

Results for CC(Cc1ccccn1)NC(=O)c1ccc(OC2CCN(CCc3ccccc3)CC2)cc1 (centres undefined) ?
GAA glycogen: -2.1%[76.3 µM]

What do the screens show for `CC(C)[C@H](NC(=O)C1CCN(C(=O)[C@H](Cc2ccccc2)NC(=O)OC(C)(C)C)CC1)C(=O)O`?
GAA glycogen: -1.7%

Results for Cc1ccc(S(=O)(=O)N2CCN(C)CC2)c2nsnc12 ?
GAA glycogen: -0.9%

What do the screens show for `O=C(c1ccco1)N1CCN(C(=O)c2cc3ccccc3oc2=O)CC1`?
GAA glycogen: 1.6%[76.3 µM]

How did O=C(Nc1ccccc1F)C1CCN(S(=O)(=O)c2cccc3nonc23)CC1 do in these assays?
GAA glycogen: -7.3%

What do the screens show for `Cc1cc(C)cc(NC(=O)C(C)N2C(=O)c3ccccc3C2=O)c1` (centres undefined)?
GAA glycogen: -11.5%[76.3 µM]

Results for Cc1cc(C)n(CCCNC(=O)C2CCC(=O)N(CCc3ccc(Cl)cc3)C2)n1 (centres undefined) ?
GAA glycogen: 10.5%[76.3 µM]

Results for CCOC(=O)Cc1csc(NC(=O)c2ccc([N+](=O)[O-])cc2[N+](=O)[O-])n1 ?
GAA glycogen: -10.6%[76.3 µM]

Results for CCc1ccccc1NC(=O)[C@@H]1CCC(=O)N1C1OC(=O)c2c1ccc(OC)c2OC (some centres undefined) ?
GAA glycogen: -1.9%[76.3 µM]

Results for Cc1ccc(SCCSc2ncccn2)cc1 ?
GAA glycogen: 10.8%[76.3 µM]

Results for Cc1ccc(-n2c(SCC(N)=O)nnc2-c2ccco2)cc1 ?
GAA glycogen: 1.0%[76.3 µM]

Results for CC(C)(C)NC(=O)CN(Cc1ccccc1)S(=O)(=O)c1ccccc1 ?
GAA glycogen: 0.6%[76.3 µM]

What do the screens show for `CCC(=O)Nc1cccc(-c2ccc(N3CCN(C)CC3)nn2)c1`?
GAA glycogen: -2.3%[76.3 µM]

What do the screens show for `CNC(=O)c1c(NC(=O)c2ccco2)sc2c1CCCC2`?
GAA glycogen: -1.4%[76.3 µM]

Results for COc1ccc(CCC(=O)N2CCCc3ccccc32)cc1 ?
GAA glycogen: -15.7%

Results for Cc1cc(C(=O)O)ccc1-c1ccc(/C=C2\SC(=O)N(CC(=O)Nc3ccc4c(c3)OCO4)C2=O)o1 ?
GAA glycogen: 2.6%[76.3 µM]

Results for CCCCNC(=O)c1cc2c(=O)n(CC)c3ccccc3c2s1 ?
GAA glycogen: 1.4%

What do the screens show for `Cc1ccccc1OCCC(=O)N(Cc1ccccc1)c1c(N)n(Cc2ccccc2)c(=O)[nH]c1=O`?
GAA glycogen: -0.5%[76.3 µM]

Results for O=C1Cc2cc(S(=O)(=O)N3CCN(c4ccc(O)cc4)CC3)ccc2N1 ?
GAA glycogen: 6.71µM*

What do the screens show for `Cc1nn(-c2ccccc2)c(C)c1/C=N/NC(=O)c1ccccc1O`?
GAA glycogen: 10.2%

Results for CNc1nc(SCC(=O)Nc2ccccc2)nc(N2CCOCC2)n1 ?
GAA glycogen: 1.2%[76.3 µM]

Results for Cc1ccc(-c2nc(CS(=O)CC(=O)NCc3ccc(F)cc3)c(C)o2)cc1 (centres undefined) ?
GAA glycogen: 1.5%[76.3 µM]

How did CC(C)NC(=O)COC(=O)c1ccccc1CSC1=NCCS1 do in these assays?
GAA glycogen: 3.9%[76.3 µM]

Results for Cc1ccsc1C(=O)NN=C1CCCCCC1 ?
GAA glycogen: -5.1%[76.3 µM]

Results for Cc1cccc(NC(=O)c2cccc(OC(=S)N3CCOCC3)c2)c1 ?
GAA glycogen: 0.3%

Results for O=C(c1cc(S(=O)(=O)N2CCCCC2)ccc1Cl)N1CCOCC1 ?
GAA glycogen: 1.7%

What do the screens show for `Cn1ncc2c(Nc3ccc(Cl)cc3)ncnc21`?
GAA glycogen: -7.6%[76.3 µM]

Results for Cc1ccccc1NC(=O)COC(=O)C1C2CC3OC(=O)C1C3C2 (centres undefined) ?
GAA glycogen: 1.8%

Results for COc1cc2c(cc1OC)-c1cc(Nc3ccc(C(=O)O)cc3)nc(=O)n1CC2 ?
GAA glycogen: -12.8%

What do the screens show for `O=C(CSc1ccc(-c2ccccc2)nn1)NC1CCCCC1`?
GAA glycogen: 0.8%[76.3 µM]

What do the screens show for `Cc1ccc(C)c(Cn2nnc3c(=O)[nH]c(C4CCN(S(=O)(=O)c5ccc(S(=O)(=O)NC6CC6)cc5)CC4)nc32)c1`?
GAA glycogen: -11.1%

What do the screens show for `CC(C)Oc1ccc(C(CCNCc2ccc(O)cc2)c2ccccc2)cc1` (centres undefined)?
GAA glycogen: -5.9%

What do the screens show for `CCn1c(=O)c(C(=O)NNC(=O)c2ccc(Cl)cc2Cl)c(O)c2ccccc21`?
GAA glycogen: -5.9%[76.3 µM]

How did COc1nc(C)cc(C)c1S(=O)(=O)c1ccc(Cl)cc1 do in these assays?
GAA glycogen: 7.4%

How did CN1CCN(C(=O)c2cnn(-c3ccccc3)c2NC(=O)c2ccc([N+](=O)[O-])cc2)CC1 do in these assays?
GAA glycogen: -1.1%

What do the screens show for `COc1ccc(NC(=O)C(=O)c2cn(CC(=O)N3CCCC3)c3ccccc23)c(OC)c1`?
GAA glycogen: -0.3%[76.3 µM]

How did COC(=O)C1=CN(c2cccc(C(F)(F)F)c2)C=C(C(=O)OC)C1c1ccc(O)c(OC)c1 do in these assays?
GAA glycogen: 0.3%

Among those listed so far, these have two or more sulfur atoms.
How did CCC(=O)Nc1nnc(S(=O)(=O)N(C)c2cc(C)cc(C)c2)s1 do in these assays?
GAA glycogen: 7.0%

What do the screens show for `Cc1ccc(OCC(=O)Nc2nnc(S(=O)(=O)N3CCCCC3)s2)cc1`?
GAA glycogen: -3.3%[76.3 µM]

How did O=C(O)c1cccc(NS(=O)(=O)c2cc(S(=O)(=O)c3ccc(Cl)cc3)ccc2Cl)c1 do in these assays?
GAA glycogen: -6.6%[76.3 µM]

What do the screens show for `CCn1c(=S)sc2c(=O)n(CC(=O)NC(C)CCc3ccccc3)c(C)nc21` (centres undefined)?
GAA glycogen: -10.0%[76.3 µM]

Results for Cc1ccc(Cl)cc1N1CCN(C(=O)c2ccc(NC3=NC4CS(=O)(=O)CC4S3)cc2)CC1 (centres undefined) ?
GAA glycogen: -10.1%[76.3 µM]

Results for Cc1ccc(S(=O)(=O)N2CCN(C)CC2)c2nsnc12 ?
GAA glycogen: -0.9%

Results for Cc1ccc(SCCSc2ncccn2)cc1 ?
GAA glycogen: 10.8%[76.3 µM]

How did CC(C)NC(=O)COC(=O)c1ccccc1CSC1=NCCS1 do in these assays?
GAA glycogen: 3.9%[76.3 µM]

What do the screens show for `Cc1ccc(C)c(Cn2nnc3c(=O)[nH]c(C4CCN(S(=O)(=O)c5ccc(S(=O)(=O)NC6CC6)cc5)CC4)nc32)c1`?
GAA glycogen: -11.1%
